Source: PubChem BioAssay
Lipid storage S3: qHTS Assay for Lipid Storage Modulators in Drosophila S3 Cells. hit rate 0.64% among 320,000. Drosophila S3 cells, BODIPY lipid droplet fluorescence, 18-24 h; cells fed with added oleic acid. Potency in µM for hits, for the others lipid storage change, negative = inhibition, % at the top dose, mostly 46.1 µM; active = well fitted inhibition curve with a large enough effect in the signal ratio, with a control signal flat, not every such curve was filed as active; inconclusive = small, poorly fitted or top-dose-only effect, or effect the other way, or a change in a side signal; the % refers to the signal ratio
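Drosophila S3 cells got compounds at several concentrations plus oleic acid (400 uM solution). Laser-scanning cytometry with 488 nm excitation read lipid droplets at 500-530 nm and cells at 575-640 nm. Percent activity was relative to 20 uM Triacsin C.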
Lipid storage S3 cell count max: recorded beside Lipid storage S3, whose call it bears; cell number change, %; measured here: cell count max response;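 cells counted by Cell Tracker Red CMTPX staining in the red channel; peak over a dose series mostly up to 46.1 µM; percent activity relative to internal control wells on each plate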
Starred values were filed as active, the others as inactive; i = inactive; u = inconclusive; x = no result given; [ ] = another dose, or the depositor's remark. % is set by controls: 0 for no effect and ±100 for the full control effect; potency is the fitted concentration of half-maximal effect.

nr | Compound | Lipid storage S3 | Lipid storage S3 cell count max
1 | COc1ccc(OC)c(C2NC(=O)CCC2[N+](=O)[O-])c1 (stereo unspecified) | 13% | 2
2 | Cn1c(SCC(=O)NC2CCCCC2)nnc1-c1cccnc1 | u | x
3 | Cc1nc(C(=O)N(C)C)nn1-c1cc(Cl)ccc1Cl | u | x
4 | O=C(NCCN1CCOCC1)c1ccc(Cl)cc1O | i | -8
5 | COc1ccccc1N1CCN(CC(=O)Nc2cccc(F)c2)CC1 | u | x
6 | CCOc1ccc(NC(=S)N2CCN(S(C)(=O)=O)CC2)cc1 | u | x
7 | COc1cc(Cl)c(C)cc1NC(=O)Cc1ccc(OC)c(OC)c1 | u | x
8 | CCOC(=O)c1nn(-c2ccccc2)c(C#N)c1N | i | -20
9 | COc1ccccc1C/C(N)=N/OC(=O)COc1cccc(C)c1C | u | x
10 | COc1cc(NC(=O)c2ccc(=O)[nH]n2)cc(OC)c1OC | i | x
11 | COc1cccc(OC)c1C(=O)Nc1nnc(-c2ccc(F)cc2)s1 | u | x
12 | Cc1c(NS(=O)(=O)c2cccc(C(=O)NCc3ccccc3)c2)c(=O)n(-c2ccccc2)n1C | u | x
13 | COc1ccc(C(C(=O)NCc2ccccc2)N(C(=O)c2snc(C(N)=O)c2N)c2ccccc2OC)cc1 (stereo unspecified) | -11% | -17
14 | CC(=O)Oc1ccc(C(=O)Nc2ccccc2C(=O)N2CCCCC2)cc1 | -6% | 0
15 | CC(NC(=O)COc1cccc(Br)c1)C(=O)O (stereo unspecified) | -3% | 10
16 | Cc1ccc(C(=O)NCC(=O)NCCSc2ccc(Br)cc2)cc1 | u | x
17 | CCCCNC(=O)C1CCN(c2nc(OC)nc(OC)n2)CC1 | 0% | -11
18 | CC(=O)NCC(=O)NC1CCCc2c1cnn2-c1ccccc1F (stereo unspecified) | u | x
19 | CCc1ccccc1NC(=O)CNC(=O)CNC(=O)Cc1ccccc1 | u | x
20 | Cc1ccc(C(=O)NC(=S)N2CCN(C)CC2)cc1 | u | x
21 | Cc1cc([N+](=O)[O-])ccc1NC(=O)CN1C2CCC1CC(NC(=O)NC13CC4CC(CC(C4)C1)C3)C2 (stereo unspecified) | -7% | -17
22 | O=C(O)CC(C(=O)OCCOc1ccccc1)N1CCOCC1 (stereo unspecified) | u | x
23 | CCOc1ccccc1C(=O)NCc1ccc2c(c1)OCO2 | u | x
24 | NS(=O)(=O)c1ccc(Nc2nc(-c3cccc([N+](=O)[O-])c3)cs2)cc1 | u | x
25 | COc1ccc(S(=O)(=O)N(C)C)cc1NC(=O)c1ccc2c(c1)NC(=O)C(C)S2 (stereo unspecified) | u | x

Reprinted at random: six compounds from above
nr | Compound | Lipid storage S3 | Lipid storage S3 cell count max
5 | COc1ccccc1N1CCN(CC(=O)Nc2cccc(F)c2)CC1 | u | x
13 | COc1ccc(C(C(=O)NCc2ccccc2)N(C(=O)c2snc(C(N)=O)c2N)c2ccccc2OC)cc1 (stereo unspecified) | -11% | -17
19 | CCc1ccccc1NC(=O)CNC(=O)CNC(=O)Cc1ccccc1 | u | x
18 | CC(=O)NCC(=O)NC1CCCc2c1cnn2-c1ccccc1F (stereo unspecified) | u | x
6 | CCOc1ccc(NC(=S)N2CCN(S(C)(=O)=O)CC2)cc1 | u | x
25 | COc1ccc(S(=O)(=O)N(C)C)cc1NC(=O)c1ccc2c(c1)NC(=O)C(C)S2 (stereo unspecified) | u | x

Going on with the list.
nr | Compound | Lipid storage S3 | Lipid storage S3 cell count max
26 | COc1ccc(C(CNC(=O)COc2ccc(Cl)c(C)c2)N2CCCCC2)cc1 (stereo unspecified) | -27% | 1
27 | Nc1c(-c2nn[nH]n2)cnn1-c1cc(Cl)cc(Cl)c1 | i | 0
28 | CC1CC(C)CN(c2ncc3c(n2)CC(c2ccccc2)CC3=O)C1 (stereo unspecified) | u | x
29 | COc1ccc(OC)c(N2C(=O)CCCC2=O)c1 | 0% | 4
30 | O=C(Nc1ccc(NC(=O)c2cccs2)cc1)c1ccc2c(c1)OCO2 | u | x
31 | Cc1c(N=C2N=C(NC(=O)NC(C)(C)C)c3ccccc32)c(=O)n(-c2ccccc2)n1C | u | x
32 | O=C(N/N=C/c1ccc(Br)cc1)c1ccc(F)cc1 | 0% | 4
33 | COc1cc(NC(=O)CSc2ccccc2)c(C(=O)O)cc1OC | -3% | -1
34 | Cc1cc(C(=O)COC(=O)c2ccco2)c(C)n1Cc1ccco1 | 1% | 6
35 | COc1ccc(N2C(=O)C3C4C=CC(C4)C3C2=O)c(OC)c1 (stereo unspecified) | u | x
36 | CC(=O)N1CCN(c2ccc(C(N)=O)cc2[N+](=O)[O-])CC1 | u | x
37 | CCc1cc2c(=O)nc3n(c2s1)Cc1ccccc1/C3=C(/O)c1cccc([N+](=O)[O-])c1 | u | x
38 | Cn1c(=O)c2c(nc(SCC(=O)NCc3ccc4c(c3)OCO4)n2Cc2ccc(Cl)cc2)n(C)c1=O | 4% | -4
39 | CC1(C)OC(=O)C(=CNc2ccccc2)C(=O)O1 | u | x
40 | CCCCCOc1ccc(C(=O)NCC(=O)NCC(=O)OCC)cc1 | 9% | 6
41 | COc1cccc(N2CCN(C(=O)NC3CCCCC3)CC2)c1 | i | x
42 | COc1cccc(CN2CCSCC2)c1OC | 3% | 10
43 | O=C(O)Cn1c(=O)c(F)cn(C2CCCO2)c1=O (stereo unspecified) | i | -23
44 | COc1ccc(NC(C)=O)cc1NC(=O)CSc1nnc(-c2ccccn2)n1C | u | x
45 | O=C(Oc1ccc(/C=N/n2cnnc2)cc1)c1cccc([N+](=O)[O-])c1 | u | x
46 | CSc1ncc(Cl)c(C(=O)Nc2ccc(C)c(C)c2)n1 | 11% | -5
47 | CC(=O)/C=C(\C)Nc1ccc(-c2cnc(-c3ccccc3)o2)cc1 | u | x
48 | Cc1nc(Nc2ccc(S(N)(=O)=O)cc2)sc1C(=O)Nc1ccccc1 | 11% | x
49 | COc1cc(NC(=O)c2cccs2)c(C(=O)OCC(=O)NCc2ccccc2)cc1OC | u | x
50 | CCOc1ccccc1N(CC(=O)NCC1CCCO1)C(=O)CCC(=O)Nc1nccs1 (stereo unspecified) | u | x

Later entries.
nr | Compound | Lipid storage S3 | Lipid storage S3 cell count max
51 | Cc1ccc(N2C(=O)[C@@H]3C(c4cccnc4)=NO[C@@H]3C2=O)cc1 | 34% | 17
52 | COc1cccc(/C=N/NC(=O)CNC(=O)CCc2ccccc2)c1O | -2% | 10
53 | CC(Sc1nncn1C)C(=O)Nc1ccc2ccccc2c1 (stereo unspecified) | u | x
54 | Cc1ccc(NC(=O)Cn2nnc(C(=O)Nc3ccc(F)c(Cl)c3)c2N)cc1 | u | x
55 | CCOC(=O)c1cc(-c2ccccc2)sc1NC(=O)C(C)OC(=O)c1ccncc1 (stereo unspecified) | u | x
56 | Cc1ccc(CNC(=O)CCS(=O)(=O)c2ccc3c(c2)NC(=O)CO3)cc1 | i | 20
57 | COc1cc(N2CCCC2)c(OC)cc1C=O | 12% | 15
58 | CCOC(=O)c1nnn2c1nc(N1CCCCC1)c1ccccc12 | 7% | 0
59 | O=C(OCC(=O)N(C1CCCCC1)C1CCCCC1)c1ccco1 | u | x
60 | COCCN(CC(=O)Nc1cccc(C)c1C)C(=O)Cc1sc(C)nc1-c1ccc(F)cc1 | u | x
61 | CN(C)C(/C=C/Nc1ccc(Br)cc1)=C(C#N)C#N | -4% | 0
62 | CCN1CC(CN(C)Cc2nc(-c3cccs3)no2)CC1=O (stereo unspecified) | 17% | 13
63 | NC(=O)c1cc(S(=O)(=O)NCCc2ccc(Cl)cc2)cs1 | i | x
64 | NS(=O)(=O)c1cc(C(=O)NCCOc2ccccc2)c(Cl)cc1Cl | u | x
65 | O=C1COc2ccc(C(=O)NCc3ccc4c(c3)OCO4)cc2N1 | u | x
66 | Cc1cccc(C(=O)OCC(=O)N2CCCC2=O)c1O | 27% | 3
67 | CC1(c2ccccc2Cl)NC(=O)N(CC(=O)N2c3ccccc3NC(=O)C2(C)C)C1=O (stereo unspecified) | u | x
68 | CCCCc1nc2c(C)c(N)cnc2n1Cc1cccc([N+](=O)[O-])c1 | u | x
69 | O=C(NCc1cccc(Cl)c1)c1cc(COc2ccc3ncccc3c2)on1 | u | x
70 | COc1ccc2oc(=O)cc(CN3CCN(Cc4ccc(OC)c(OC)c4OC)CC3)c2c1 | -18% | 3
71 | COc1cc(Cl)ccc1OCc1cc(C(=O)N2CCCCC2c2cccnc2)no1 (stereo unspecified) | u | x
72 | CCn1c(CNC(C)=O)nnc1SCC(=O)c1ccc(Br)cc1 | u | x
73 | CCN(CC1CCCN(CCc2cccc(OC)c2)C1)C(=O)C=C(C)C (stereo unspecified) | 6% | 5
74 | CCOc1ccc(NC(=O)CNC(=O)c2ccc(OC)cc2)cc1 | 7% | 4
75 | CCOc1ccccc1N1CCN(C2=C(NS(=O)(=O)c3cccs3)C(=O)c3ccccc3C2=O)CC1 | u | x

More results:
nr | Compound | Lipid storage S3 | Lipid storage S3 cell count max
76 | CC1(O)N(CCC(=O)Nc2cccc(F)c2)C(=O)OC12CCCCC2 (stereo unspecified) | 7% | -6
77 | CCCc1cc(=O)n(-c2nc3ccccc3s2)[nH]1 | u | x
78 | N#Cc1cn(CCOc2ccc(F)cc2)c2ccccc12 | 0% | -21
79 | COc1cccc(NC(=O)c2cc3cccc(OC)c3o/c2=N\O)c1 | u | x
80 | Cc1ccccc1C(=O)N1CCC(C(=O)N(C)CC(=O)Nc2cccc(F)c2)CC1 | 8% | -3
81 | O=C(O)CCCn1cc(NC(=O)c2cccc(F)c2)cn1 | u | x
82 | Cc1sc(N2C(=O)C3C4C=CC(C4)C3C2=O)c(C#N)c1C (stereo unspecified) | u | x
83 | O=C(NNC(=O)c1ccc([N+](=O)[O-])cc1C(=O)O)c1ccncc1 | 25% | 5
84 | Cc1nc2nc[nH]n2c(=O)c1CCOC(=O)c1c(F)cccc1F | -27% | -14
85 | Cc1c(C(=O)OCC(=O)N(C)Cc2ccc(Cl)cc2)oc2ccccc12 | u | x
86 | CSc1ccc(CCNC(=O)CCc2nnc3ccc(N4CCOCC4)nn23)cc1 | u | x
87 | Cc1ccc(CCNC(=O)c2cc(S(=O)(=O)N3CCCC3)cn2C)cc1 | -8% | 11
88 | O=C(C[n+]1cccc2ccccc21)c1ccc(NC(=O)c2ccccc2)cc1 | u | x
89 | Cc1cc(C)cc(OCC(=O)Nc2ccccc2C(=O)NCc2ccco2)c1 | u | x
90 | Cc1ccnc2nc(C(=O)NCCc3ccc(F)cc3)nn12 | 10% | 7
91 | Cc1cccn2c(=O)c3cc(S(=O)(=O)c4ccccc4)c(=N)n(Cc4ccco4)c3nc12 | -4% | -3
92 | CCOC(=O)C1=C(O)/C(=C\c2ccc(CNC(=O)C(=O)Nc3ccccc3)o2)N=C1C | u | x
93 | O=C(c1cccc(Cl)c1)C1CCCN(S(=O)(=O)c2ccccc2)C1 (stereo unspecified) | i | 25
94 | CCOC(=O)C1C(=O)NC(c2ccccc2)=NC1c1ccc(O)c(OC)c1 (stereo unspecified) | 9% | 17
95 | Cn1cccc1Cc1nnc(SCC(=O)NCc2ccccc2)n1-c1ccc(F)cc1 | u | x
96 | Cc1cc(C)c(C)c(S(=O)(=O)N2CCN(C(=S)NCC3CCCO3)CC2)c1C (stereo unspecified) | u | x
97 | Cc1ccc(-c2nc(CS(=O)CC(=O)NCCCN3CCN(Cc4ccccc4)CC3)c(C)o2)cc1 (stereo unspecified) | 18% | -18
98 | O=C(c1ccco1)N1CCN(c2cccc(Cl)c2)CC1 | u | x
99 | CCOc1ccccc1C1C(C(N)=O)=C(C)Nc2nc(CCCO)nn21 (stereo unspecified) | 6%[9.22 µM] | -2
100 | O=S(=O)(c1cccc(-c2cn3ccccc3n2)c1)N1CCCCC1 | u | x

Carrying on.
nr | Compound | Lipid storage S3 | Lipid storage S3 cell count max
101 | C/C(=N\O)C1CC(CC(=O)O)C1(C)C (stereo unspecified) | 2.1µM* | 4.1*
102 | CC(C)(C)c1ccc(S(=O)(=O)NCC(=O)N2CCCC2)cc1 | u | x
103 | CCOC(=O)CN(C(=O)Cn1nnc(-c2ccc(C)cc2)n1)C(CC)C(=O)NC1CCCC1 (stereo unspecified) | u | x
104 | COc1cc(Cl)ccc1OCc1cc(C(=O)N2CC[C@@H]3CCCC[C@H]3C2)no1 | u | x
105 | O=C(NCC1CCCO1)c1cc(-c2ccncc2)nc2ccc(S(=O)(=O)N3CCOCC3)cc12 (stereo unspecified) | u | x
106 | O=S(=O)(c1ccc(N2CCN(CCO)CC2)nc1)N1CCCCC1 | 2% | -1
107 | CN(C)c1nc(NCc2ccccc2)nc(Oc2ccc(=O)[nH]n2)n1 | i | 25
108 | CCc1ccc(N(CC(=O)Nc2ccc(NC(C)=O)cc2)S(=O)(=O)c2ccccc2)cc1 | u | x
109 | O=C(CO/N=C/c1ccc(OC(F)F)cc1)NCc1ccco1 | u | x
110 | Cc1[nH]c2ccc(-c3nnc(SCC(=O)NCc4ccco4)n3Cc3ccccc3)cc2c1C | u | x
111 | CCOc1ccc(S(=O)(=O)N2CCCC(C(=O)NCc3ccncc3)C2)cc1Cl (stereo unspecified) | 1µM* | 25*
112 | CCOC(=O)CCNCc1ccc(OC)c(OC)c1 | u | x
113 | CCOc1c(Cl)cc(C(=O)Nc2ccccc2C(=O)O)cc1Cl | -21% | -10
114 | N#Cc1nnn(-c2ccc(Cl)cc2)c1N | u | x
115 | COc1ccc(CNC(=O)C2CCCN2C(=O)NCc2ccccc2)cc1 (stereo unspecified) | 12% | 0
116 | CCOC(=O)C1(Cc2ccc(Cl)cc2)CCN(Cc2cnc(N)nc2)CC1 | -10% | -7

A portion of the library. The share of hits here may be higher or lower than overall.
